CHO-K1 Ca antag: M1 antagonist counterscreen hit in parental CHO-K1 cells. ATP-induced calcium, Fluo-8 fluorescence. inhibition, % at 3 µM. 360,000 compounds, 0.6% hits;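 active = inhibition above a per-plate cutoff, the plate's mean sample inhibition plus 3 SD, cut at about 24% in these data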;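 note: 0% = DMSO plus EC80 ATP and 100% = DMSO alone without ATP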
CHRM5 PAM: CHRM5 positive allosteric modulation. CHO-K1 hM5, Fluo-8 calcium, ACh EC20 PAM; 0% = ACh EC20, 100% = ACh EC100. activation, % at 3 µM. 360,000 compounds, 0.3% hits. AID 624038;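 active = activation above the run cutoff, the mean activation of all test compounds plus 3 SD, cut at about 18% in these data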
Target sequence (P08912 whole entry, looked up): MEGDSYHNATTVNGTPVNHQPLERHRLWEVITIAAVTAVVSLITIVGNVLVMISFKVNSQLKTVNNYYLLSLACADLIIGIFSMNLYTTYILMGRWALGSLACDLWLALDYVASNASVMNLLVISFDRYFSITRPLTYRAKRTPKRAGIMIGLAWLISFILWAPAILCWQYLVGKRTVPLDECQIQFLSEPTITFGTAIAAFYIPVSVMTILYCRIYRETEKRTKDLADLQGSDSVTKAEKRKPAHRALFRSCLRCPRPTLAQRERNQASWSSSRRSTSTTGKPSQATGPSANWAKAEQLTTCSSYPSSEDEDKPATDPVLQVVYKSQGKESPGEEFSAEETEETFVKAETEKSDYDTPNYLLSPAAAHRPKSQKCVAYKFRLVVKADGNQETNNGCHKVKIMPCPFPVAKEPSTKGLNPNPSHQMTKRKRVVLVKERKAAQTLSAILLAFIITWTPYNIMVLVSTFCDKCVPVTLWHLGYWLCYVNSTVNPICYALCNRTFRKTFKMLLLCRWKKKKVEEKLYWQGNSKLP
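system = human M5 receptor in CHO-K1 cells | reagent = EC20 acetylcholine as agonist stimulus | compound dosing = single-point, 3 µM nominal | incubation = Fluo-8 loading 80 min at 37 °C plus 30 min room temperature | detection = Fluo-8 calcium dye fluorescence, kinetic read | benchmarks = low control EC20 acetylcholine (0%), high control EC100 acetylcholine (100%)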
M1 PAM parental: counter-screen for M1 PAMs: effect in parental CHO-K1 cells | ATP EC20, Fluo-8 calcium fluorescence; 0% at ATP EC20, 100% at ATP max | activation, % at 3 µM | 360,000 compounds, 0.02% hits;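 active = activation above the run cutoff, the mean activation of all test compounds plus 3 SD, cut at about 40% in these data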;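 note: peak over basal fluorescence ratio in a 140 s read after ATP addition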
CHO-K1 Ca ag: nonselective activator or artifact in parental CHO-K1 cells | Fluo-8 calcium fluorescence; scaled to maximal ATP response, vehicle zero | activation, % at 3 µM | 360,000 compounds, 0.48% hits; in the data active = activation above about 15%;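 note: untransfected CHO-K1 host cells lacking M1 receptor as counterscreen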
CHRM5 antagonist: blocks acetylcholine activation of human M5 receptor; CHO-hM5 cells, Fluo-8 calcium fluorescence, ACh EC80; 360,000 compounds, 0.59% hits; inhibition, % at 3 µM;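 active = inhibition above a per-plate cutoff, the mean of that plate's test compounds plus 3 SD, cut at about 27% in these data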;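 note: 0% = acetylcholine EC80 with DMSO and 100% = DMSO without agonist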
CHRM4 PAM: CHRM4 positive allosteric modulation. activation, % at 3 µM. P08173. CHO-K1 hM4/Gqi5, Fluo-8 calcium fluorescence, ACh EC20; 0% = ACh EC20, 100% = maximal ACh. 360,000 compounds, 0.4% hits;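 active = activation above its plate's cutoff, the mean activation of sample wells plus 3 SD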; note: some results filed as inactive read as strong as hits
Target sequence (P08173 whole entry, looked up): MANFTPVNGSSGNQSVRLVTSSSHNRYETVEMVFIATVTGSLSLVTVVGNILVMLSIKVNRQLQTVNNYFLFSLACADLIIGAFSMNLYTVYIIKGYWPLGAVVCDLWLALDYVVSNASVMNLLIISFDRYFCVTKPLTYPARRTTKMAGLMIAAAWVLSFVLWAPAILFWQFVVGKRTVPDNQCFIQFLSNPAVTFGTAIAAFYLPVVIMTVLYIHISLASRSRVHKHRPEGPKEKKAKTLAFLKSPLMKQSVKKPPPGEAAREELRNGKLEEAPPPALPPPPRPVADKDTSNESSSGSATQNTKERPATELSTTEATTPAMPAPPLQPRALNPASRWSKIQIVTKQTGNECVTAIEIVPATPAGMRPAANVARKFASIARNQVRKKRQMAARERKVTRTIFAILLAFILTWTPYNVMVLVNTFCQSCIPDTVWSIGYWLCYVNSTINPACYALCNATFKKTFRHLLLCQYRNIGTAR
CHRM5 agonist: CHRM5 agonism in calcium assay | P08912 | CHO-K1 hM5 cells, Fluo-8 calcium fluorescence; 0% DMSO wells, 100% maximal acetylcholine response | activation, % at 3 µM | 360,000 compounds, 0.19% hits;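 active = activation above the run's mean over test compounds plus 3 SD, cut at about 23% in these data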;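 note: signal is peak over basal fluorescence ratio across the kinetic read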
CHRM4 antagonist: CHRM4 antagonism in calcium assay; CHO-hM4 cells, ACh EC80, Fluo-8 calcium fluorescence; inhibition, % at 3 µM; 360,000 compounds, 0.73% hits;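 active = inhibition above its plate's cutoff, the mean inhibition of sample wells plus 3 SD, cut at about 27% in these data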;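 note: 0% = acetylcholine EC80 with DMSO and 100% = DMSO without agonist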
M4 ag: CHRM4 agonism in calcium assay; P08173; 360,000 compounds, 0.14% hits; CHO-K1 hM4/Gqi5, Fluo-8 calcium fluorescence; vehicle 0%, full acetylcholine response 100%; activation, % at 3 µM;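 active = activation above the run mean over all test wells plus 3 SD, cut at about 32% in these data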;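 note: peak over basal fluorescence ratio per well then scaled between controls; 0% = DMSO wells and 100% = acetylcholine at EC100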
The depositor's hits bear a star; x = not tested or not shown.

Each structure is followed by: CHO-K1 Ca antag, CHRM5 PAM, M1 PAM parental, CHO-K1 Ca ag, CHRM5 antagonist, CHRM4 PAM, CHRM5 agonist, CHRM4 antagonist, M4 ag
1. C/C(N)=C(/C#N)C(=O)CSc1nnc(C)n1-c1ccccc1
    -7, -10, 6, 0.2, 14, -3, -2, 1, 0
2. COc1ccc(N=CC2=C(O)CCCC2=O)cc1
    -18, 0, 24, 2.7, -2, 2, 1, -2, 2
3. Cc1ccc(C(c2sc3nc(C)nn3c2O)N2CCN(c3ccccc3F)CC2)cc1 (stereo unspecified)
    -11, 19*, 13, -0.1, -1, 5, -9, 7, 0
4. CCn1cnc2cc(NCc3ccncc3)ccc21
    -14, 1, 5, 0.5, 4, -4, 1, 6, 2
5. Cc1cc(Nc2cccc(F)c2)n2c(n1)nc1ccccc12
    -16, -2, 25, 0.3, -4, 5, -1, 5, 0
6. C[C@H](O)C(=O)C1=Nc2c(nc(N)[nH]c2=O)NC1
    1, 4, 11, 0.8, -5, -4, 1, 2, 0
7. Cc1c(CN2CCC(CO)(Cc3ccccc3)CC2)c2ccccc2n1C
    5, 4, -4, 1.2, -5, -11, -5, 4, 5
8. O=C1Cc2c(-c3ccccc3)cc(-c3cccc(Cl)c3)nc2-c2ccccc2N1
    13, 1, -19, -0.7, 2, 0, 5, -7, 0
9. COCCCNC(=S)N(CCO)Cc1cc2cc3c(cc2[nH]c1=O)OCO3
    -11, 9, -5, -0.1, -15, 9, 6, -15, 0
10. Cc1ccc2oc(C(=O)NCC(c3ccco3)N(C)C)c(C)c2c1 (stereo unspecified)
    -12, 2, -10, -0.1, -2, -6, -4, -2, 1
11. O=C1C2C3C=CC(C3)C2C(=O)N1Cc1ccccc1 (stereo unspecified)
    -9, 6, 16, 0.7, -9, 13, -2, 9, 0
12. CCOc1ccc(OCCC(=O)OCC(=O)N2CCN(S(=O)(=O)c3ccc(C)cc3C)CC2)cc1
    4, -11, -10, 10, 20, -2, 2, 7, 15
13. COc1ccccc1NS(=O)(=O)c1ccc(N2CCOCC2)c(N)c1
    -7, -9, -4, -0.5, 12, -4, 3, 5, 0
14. COc1ccccc1NC(=O)c1cc(Br)ccc1Cl
    -2, 9, 9, -0.3, -6, 2, -3, -6, -1
15. CCOC(=O)c1c(NC(=O)CSc2nc3ccccc3c(=O)n2-c2ccccc2)sc(C(C)=O)c1C
    15, 1, -14, -0.1, 11, 3, -1, 5, 0
16. CCC(CC)NCC(O)COc1ccc(Br)cc1 (stereo unspecified)
    -7, 4, 23, 1.9, 5, -1, -5, -4, 3
17. CCOC(=O)c1ccc(CNC(=O)CSc2nnnn2-c2ccc(Cl)cc2)o1
    -10, -1, 15, 0.0, -5, -5, -3, -6, 2
18. O=C(O)/C=C/C(=O)NCc1ccccn1
    -14, 21*, 22, 0.6, 1, 7, 1, -11, 1
19. CN1CCN(c2nnc(-c3cccs3)c3ccccc23)CC1
    -10, 2, 3, 0.2, 3, -7, -8, 6, 1
20. O=C1C2C3C=CC(C3)C2C(=O)N1CCN1CCN(Cc2ccc([N+](=O)[O-])cc2)CC1 (stereo unspecified)
    13, -8, -14, 1.8, 9, -8, -1, 2, 2
21. Cc1nn(Cc2ccc(Cl)cc2)c(C)c1NC(=O)CCCn1nc([N+](=O)[O-])c(Cl)c1C
    -3, -8, -4, 0.9, 7, -9, -2, 2, 3
22. Cc1ccc(C2C(=O)N(C3CCC(C)CC3)CC(=O)N2C2CCCC2)cc1 (stereo unspecified)
    8, -5, 0, -0.3, 0, 2, -3, -4, -2
23. CC(=O)c1c(Nc2ccccc2)sc(C(=O)c2ccccc2)c1C
    -9, 2, 21, 0.8, -9, -2, -1, -2, -1
24. COc1cc(/C=C/C(=O)O)cc(S(=O)(=O)NC2CC2)c1OC
    -1, 3, 11, -0.4, 2, -2, -4, -9, 0
25. CCN1CCN(C(=O)/C(=C/c2cccs2)NC(=O)c2ccc(C)c(C)c2)CC1
    -7, 0, -1, 1.4, 1, -1, -2, 2, 4
26. O=C(COC(=O)/C=C/c1ccc(C(F)(F)F)cc1)NC1CCS(=O)(=O)C1 (stereo unspecified)
    8, -7, -8, 6.2, 3, -4, 4, -13, 10
27. CCCC(=O)Nc1c(C(=O)OCC)[nH]c2ccccc12
    -11, 2, 24, 0.5, 0, 4, 1, -4, 1
28. CC(C)[C@H](NC(=O)c1cccc(CN(Cc2ccccc2)C(=O)/C=C/c2ccccc2)c1)C(=O)O
    -9, -4, 16, 0.0, 15, -2, -4, -7, 0
29. CCOc1ccc(-c2ccc(/C=C3/C(=N)N4C=CSC4=NC3=O)o2)c([N+](=O)[O-])c1
    -5, -3, 13, 1.2, 7, 0, 1, 3, 2
30. C/C(=N/OC(=O)c1ccccc1)c1oc(C)nc1C
    3, -9, 7, -0.2, 14, -18, -2, 1, 0

Entries listed so far that have fluorine (three):
Each structure is followed by: CHO-K1 Ca antag, CHRM5 PAM, M1 PAM parental, CHO-K1 Ca ag, CHRM5 antagonist, CHRM4 PAM, CHRM5 agonist, CHRM4 antagonist, M4 ag
3. Cc1ccc(C(c2sc3nc(C)nn3c2O)N2CCN(c3ccccc3F)CC2)cc1 (stereo unspecified)
    -11, 19*, 13, -0.1, -1, 5, -9, 7, 0
5. Cc1cc(Nc2cccc(F)c2)n2c(n1)nc1ccccc12
    -16, -2, 25, 0.3, -4, 5, -1, 5, 0
26. O=C(COC(=O)/C=C/c1ccc(C(F)(F)F)cc1)NC1CCS(=O)(=O)C1 (stereo unspecified)
    8, -7, -8, 6.2, 3, -4, 4, -13, 10

Carrying on.
Each structure is followed by: CHO-K1 Ca antag, CHRM5 PAM, M1 PAM parental, CHO-K1 Ca ag, CHRM5 antagonist, CHRM4 PAM, CHRM5 agonist, CHRM4 antagonist, M4 ag
31. CCOC(=O)C1=C(CSc2nc3c(cc2C#N)CN(C)CC3)OC(N)=C(C#N)C1c1ccc(Cl)cc1 (stereo unspecified)
    -13, 2, 20, 0.8, -5, 6, -3, -6, 1
32. CC(C)c1ccccc1NC(=O)CNCCc1ccc(C(F)(F)F)cc1
    -13, -7, 21, 4.2, 16, -2, -3, 3, 1
33. COc1ccc(N2CCC(CNC(=S)Nc3cc(C)ccc3C)C2)cc1 (stereo unspecified)
    -10, -4, 5, 0.5, 1, -18, -16, -9, 1
34. Cc1c(/C=N/NC(=O)c2cccnc2)cc(C#N)n1C
    0, 3, -7, -0.3, -5, -5, 1, -3, 1
35. O=[N+]([O-])c1ccc(-c2cnc[nH]2)cc1
    -3, 8, 12, -0.2, -5, -3, -1, 5, 1
36. CN1C(=O)N(C)C(c2cccc([N+](=O)[O-])c2)C2=C1CCCC2=O (stereo unspecified)
    -9, -2, 5, 1.1, 5, -6, -3, 8, 2
37. COc1ccc(CSc2nnnn2-c2ccc(O)cc2)cc1F
    -12, -2, -11, 7.3, 4, -3, 1, 4, 9
38. O=C1NC(c2ccccc2)=C(c2ccccc2)C1=O
    -15, 2, 28, 1.0, -5, 10, 0, -1, 0
39. CCn1c(C)c(C)c2cc(C(=O)NCCc3ccco3)ccc21
    -7, 16, -1, 0.2, -23, 18*, -2, 1, 1
40. O=S(=O)(NCC(c1ccc2c(c1)OCO2)N1CCOCC1)c1ccc(F)cc1 (stereo unspecified)
    5, 1, -23, -0.2, 6, 3, 1, -3, 1
41. COC(=O)c1cc(S(=O)(=O)N2CCN(c3cccc(OC)c3)CC2)cn1C
    -8, 2, -7, 1.8, -7, -3, 0, -2, 0
42. CCCS(=O)(=O)NC(=O)C1(C)CCCN(C(=O)c2ccnc(Cl)c2)C1 (stereo unspecified)
    -2, 3, 9, 1.9, 3, -5, -1, -2, -1
43. O=C(CN1CCOCC1)OCCCc1ccccc1
    -1, -8, -4, -0.3, 3, -5, 1, 3, 0
44. CC(C)n1c(N2CCN(C(=O)Nc3ccccc3)CC2)nc2ccccc21
    -14, -5, 18, 1.4, -7, 1, -2, -2, 3
45. Cc1ccc(NC(=O)c2cncc(Br)c2)c([N+](=O)[O-])c1
    -12, -2, 26, -0.2, -1, 23*, 0, -9, 1
46. COc1ccc(C(C(=O)Nc2c(C)cccc2C)N2CCN(C)CC2)cc1 (stereo unspecified)
    x, 8, x, x, -13, 4, 1, -19, 2
47. CCn1c(SCC(=O)Nc2cc(C)on2)nnc1-c1cccs1
    2, 10, -2, -0.3, -8, -1, 0, 5, 0
48. CCOc1ccc(NS(=O)(=O)c2ccc(NC(=O)C3CCCO3)cc2)cc1 (stereo unspecified)
    6, -5, 1, 1.6, 5, 8, 8, 4, 7
49. COc1cc(C2Nc3ccccc3C(=O)N2NS(C)(=O)=O)c([N+](=O)[O-])cc1OC (stereo unspecified)
    -7, -5, 7, -0.2, 3, 1, -4, 2, 1
50. CCOc1ccc(NC(=O)N(C2CCCCC2)C(C)c2cccnc2)cc1 (stereo unspecified)
    -8, 0, 16, 0.1, 4, -2, -1, 3, 0
51. Cc1ccccc1NC(=O)Cc1nc(COC(=O)c2nc(Cl)ccc2Cl)cs1
    -17, -13, 10, 1.3, 0, 2, -1, -12, 3
52. C=CCOC(=O)C1=C[C@H](c2ccc(C(F)(F)F)cc2)[C@@H](CCCO)[C@H](OCC)O1
    14, -2, -12, -0.6, 14, 2, -2, 1, 0
53. COc1ccc(OCCSc2nnc(C)n2-c2ccccc2)cc1
    -4, 5, 22, 0.6, -2, 1, -4, 12, -1
54. Cc1cccc(C)c1NC(=O)Nc1nc(CN(C)C)cs1
    -11, -2, 12, 0.3, -6, 2, 3, 1, 0
55. CCN(CC(=O)Nc1ccccc1OC)Cc1csc(CC(=O)Nc2ccc(C)cc2)n1
    -20, -11, 12, 0.4, 17, -1, 0, 2, 6
56. Nc1nc(SCC(=O)Nc2ccc(OCc3ccccc3)cc2)n[nH]1
    -2, -1, 5, 0.4, 2, -17, 4, 4, 1
57. Cc1cc(C)cc(Cn2cc(CN3CC(N(C)C)CS3(=O)=O)nn2)c1 (stereo unspecified)
    3, -4, 3, 0.7, 15, 7, 0, 1, 1
58. O=C(CN1C(=O)NC2(CCCCCC2)C1=O)NCc1ccccc1Cl
    -10, 4, 7, 0.3, 6, 0, -1, 6, 0
59. COc1cc(C(F)(F)F)c(C(=O)N(C)Cc2ccc(Cl)c(Cl)c2)cn1
    -2, -3, 14, 1.7, 0, -7, 0, 9, 1
60. C/C(=N\NC(=O)c1cc(C)nc2ccccc12)c1ccncc1
    8, 8, -21, 0.0, -6, 19, 0, -5, 2

Bioassay records (PubChem)
